ELG1 DNA repair: ELG1-dependent DNA repair inhibition. HEK293T ELG1-luciferase reporter, luminescence, 16 h; DNA damage induced by 5-fluorouridine. Potency, µM (series often up to 46.1 µM), for the others: top-dose activity change, negative = inhibition, most hits filed as inhibitors. 330,000 compounds, 2.3% hits; also: potency is read from the fitted curve at half-maximal effect; % is scaled to controls: 0 for no effect and ±100 for the full control effect; nearly all actives have a fitted effect of over 55% in size
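Cells (2,000 per well) received 5-fluorouridine plus test compound or DMSO and were incubated 16 hr at 37 °C, 5% CO2. Luciferase activity was read by luminescence 30 min after ONE-Glo addition; signal suppression marked inhibition of damage-induced ELG1 function.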
Mito fusion act: mitochondrial division inhibition or fusion activation; 320,000 compounds, 0.23% hits; Potency, µM (top dose mostly 46.1 µM), for the others: at the top dose growth rescue (activation), most hits filed as activators; S. cerevisiae fusion-defective mutant growth rescue, CellTiterGlo 48 h;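 also: potency is read from the fitted curve at half-maximal effect; % of control where 0% means no effect; nearly all actives have a fitted effect of over 45% in size; temperature-sensitive fusion mutants such as fzo1-1 at 37 °C on non-fermentable ethanol glycerol medium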
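Luminescent cell viability in 1536-well qHTS format served as the measure of rescued growth in ts fusion-mutant S. cerevisiae cultured on non-fermentable YPEG for 48 hours at 37C.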
S-ASM inh: blocks human secretory acid sphingomyelinase | P17405 | placental ASM, HMU-PC fluorogenic substrate, 60 min | Potency, µM (doses to about 57.5 µM), inactives show top-dose activity change, negative = inhibition, hits mostly inhibitors | 340,000 compounds, 0.006% hits; also: potency is read from the fitted curve at half-maximal effect
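HMU-PC0 cleavage (9 uM final) by human placental ASM, 60 min at 37 °C following 10 min compound exposure at RT; stopped at pH 10, fluorescence Ex 386/Em 447 nm.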
TSG101-PTAP inh: blocks PTAP/TSG101 interaction to inhibit HIV-1 budding | 340,000 tested, under 10 active | Potency, µM (series often up to 115 µM), for inactives: at the highest dose activity change, negative = inhibition, actives largely listed as inhibitors | Q99816 | Fluorescence polarization, FITC-PTAP peptide / Tsg101 binding; active = well fitted inhibition curve with a large enough effect in the main read-out, with a control signal flat, not every such curve was filed as active; inconclusive = small, poorly fitted or top-dose-only effect, or effect the other way, or a change in a side signal; inactive = no such curve, though single readings can be large or run the other way; also: potency is read from the fitted curve at half-maximal effect; % of control where 0% means no effect
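FP read-out: FITC-PTAP peptide, 50 nM final, binding Tsg101 binding domain, 10 uM final; 20 min, r.t.; 10 mM HEPES pH 7.5, 0.15 M NaCl, 0.01% Tween 20, 3 mM EDTA, 0.1 mM TCEP.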
A-T KAP1 phos: potential ataxia-telangiectasia treatment; […] A-T fibroblasts, KAP-1 phosphorylation AlphaLISA; neocarzinostatin DNA damage 30 min before lysis; Potency, µM (doses to about 57.5 µM), without a hit: at the highest dose activation, most hits filed as activators; 320,000 compounds, 0.19% hits; also: potency is read from the fitted curve at half-maximal effect; % of control where 0% means no effect; nearly all actives have a fitted effect of over 45% in size
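hTERT-immortalized A-T patient fibroblasts ([…]), 500 cells/well in OPTI-MEM, 1% FBS, got compounds for 60 min, then NCS for 30 min at 37C. Lysates were then assayed for phospho-KAP-1 by AlphaLISA (anti-pKAP1 donor, anti-KAP1 acceptor beads), 6 hr at 25C.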
TCR act: activators of T cell receptors | primary human leukocytes, anti-CD3, IL-2 HTRF, 48 h | Potency, µM (top dose mostly 9.22 µM), inactives show at the top dose activation of IL-2 secretion, usual class: activators | 330,000 tested, under 10 active | AID 504894; also: % of control where 0% means no effect
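Activity was scored as IL-2 release from primary human leukocytes given only a TCR signal (a-CD3 beads) plus compound for 48 hr. Detection used a two-antibody HTRF format read at 665nm.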
BCR signal inh: blocks chronic active B-cell receptor signaling. 340,000 compounds, 0.05% hits. Potency, µM (titrated, usually from 46.1 µM), inactives show at the top dose ratio change, negative = lower green/red ratio, actives largely listed as inhibitors. AID 493014. ABC-DLBCL IkBa-CBG/CBR reporter, luminescence ratio, 4 h; active = well fitted inhibition curve with a large enough effect in the signal ratio, with a control signal flat, not every such curve was filed as active; inconclusive = small, poorly fitted or top-dose-only effect, or effect the other way, or a change in a side signal; the % refers to the signal ratio;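 also: potency is read from the fitted curve at half-maximal effect; plate controls were basal doxycycline-induced cells for no effect and cells given 10 µM MG132 for full effect; MG132 reads +100%, hits lower the ratio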
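Compounds up to 46 uM were incubated four hours with TMD8 cells whose green CBG68 luciferase is fused to IkappaBalpha; red CBR luminescence normalised the signal, and concentration-effect curves were fitted to fusion, red and ratio data.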
Tb PFK block: inhibitors of T. brucei phosphofructokinase | Potency, µM (series often up to 57.5 µM), inactives show top-dose activity, negative = inhibition, usual class: inhibitors | T. brucei PFK, ADP-Glo luminescence | O15648 | AID 485367 | 330,000 compounds, 0.17% hits;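 also: potency is read from the fitted curve at half-maximal effect; 0% = uninhibited 1x PFK enzyme wells and -100% = no-enzyme wells; nearly all actives have a fitted effect of over 60% in size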
Target sequence (O15648 whole entry, looked up): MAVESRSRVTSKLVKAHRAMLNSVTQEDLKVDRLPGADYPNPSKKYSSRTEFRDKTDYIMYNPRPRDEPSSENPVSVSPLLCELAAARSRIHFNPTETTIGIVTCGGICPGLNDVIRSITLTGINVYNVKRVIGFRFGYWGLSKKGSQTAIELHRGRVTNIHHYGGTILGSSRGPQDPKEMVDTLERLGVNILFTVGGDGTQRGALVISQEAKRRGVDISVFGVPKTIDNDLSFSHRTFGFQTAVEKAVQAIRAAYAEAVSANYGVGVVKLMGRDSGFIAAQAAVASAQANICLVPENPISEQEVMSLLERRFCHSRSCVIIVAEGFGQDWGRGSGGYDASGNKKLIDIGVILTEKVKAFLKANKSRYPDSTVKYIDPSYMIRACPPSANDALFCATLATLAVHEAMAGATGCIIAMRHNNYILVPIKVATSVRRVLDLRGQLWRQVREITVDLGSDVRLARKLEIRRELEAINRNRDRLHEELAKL
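In TEA buffer at pH 8.0 with 5 mM MgCl2, enzyme (1.25 nM) converted F6P (0.5 mM) and ATP (0.1 mM) for 45 min at room temperature. ADP product was read by luciferase luminescence.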
a7 integrin act: activates integrin-mediated alleviation for muscular dystrophy; alpha7betagal myoblasts, beta-gal FDG fluorescence, 48 h; Potency, µM (titrated, usually from 38.3 µM), inactives show top-dose activation, most hits filed as activators; 350,000 compounds, 0.064% hits;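 also: potency is read from the fitted curve at half-maximal effect; 100% = response of the positive control SU9516; nearly all actives have a fitted effect of over 60% in size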
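Alpha7betagal+/- myoblasts (passage 13) were plated 16-24 hr, then exposed to compounds (1:260 dilution of DMSO stock) for 48 hours at 37C. After MPER lysis, β-galactosidase reporter activity was read as FDG fluorescence (ex 480/em 540) after 30 minutes.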
TSHR antag: antagonists of human thyroid stimulating hormone receptor | P16473 | TSHR-expressing cells, TSH-stimulated cAMP HTRF, 2 h; stronger effect = lower value | activity change, negative = inhibition, % at 11.5 µM | 330,000 compounds, 0.2% hits | AID 504810;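 active = activity change below a set negative limit, meaning inhibition stronger than a set level, cut at about -70% in these data; inconclusive = activity change between two set negative limits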; also: % is scaled to controls: 0 for no effect and ±100 for the full control effect
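Competitive HTRF cAMP read-out (cryptate anti-cAMP antibody, cAMP-d2; 30 min, room temperature) in freshly harvested TSHR cells. Compounds added before TSH at EC80 (4nM final), followed by 2 hours' incubation at 37 deg C.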
Eya2 inh: Eya2 (human) phosphatase inhibition | O00167 | recombinant Eya2, OMFP fluorescence dephosphorylation (OMFP is methylfluorescein phosphate) | Potency, µM (highest dose often 76.9 µM), for inactives: at the top dose activity, negative = inhibition, usual class: inhibitors | 330,000 compounds, 0.006% hits; also: potency is read from the fitted curve at half-maximal effect; % is scaled to controls: 0 for no effect and ±100 for the full control effect
Target sequence (O00167 whole entry, looked up): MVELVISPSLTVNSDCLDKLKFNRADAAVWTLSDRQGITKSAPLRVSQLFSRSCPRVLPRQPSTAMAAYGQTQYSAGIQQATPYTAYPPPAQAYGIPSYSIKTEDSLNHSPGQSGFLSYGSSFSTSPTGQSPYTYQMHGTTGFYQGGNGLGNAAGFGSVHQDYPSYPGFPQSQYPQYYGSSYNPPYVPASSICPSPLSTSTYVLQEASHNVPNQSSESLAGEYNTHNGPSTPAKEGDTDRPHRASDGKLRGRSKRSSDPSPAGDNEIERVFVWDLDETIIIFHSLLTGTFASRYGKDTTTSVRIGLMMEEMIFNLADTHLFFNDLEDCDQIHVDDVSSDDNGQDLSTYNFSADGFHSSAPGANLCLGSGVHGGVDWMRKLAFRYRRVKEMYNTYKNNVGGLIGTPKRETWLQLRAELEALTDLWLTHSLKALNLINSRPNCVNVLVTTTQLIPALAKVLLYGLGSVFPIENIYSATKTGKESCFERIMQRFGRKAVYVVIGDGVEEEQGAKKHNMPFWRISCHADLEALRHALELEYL
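Eya2 (0.2 uM) preincubated 10 min at ambient with compound, then OMFP substrate added at 50 uM; 10 min reaction in 50 mM HEPES pH 7.5, 50 mM NaCl, 5 uM MgCl2, 0.05% BSA, 1 mM DTT. Fluorescence read at Ex 485/Em 525 nm.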
* marks the source's active call; other numbers are inactive results; ? = inconclusive; . = not tested or not shown; & = joins results of further samples; [ ] = remark or other dose. Unless noted, calls follow the shape of the dose curve; as a rule, active = well fitted curve in the direction sought with a large enough effect; inconclusive = small, poorly fitted or top-dose-only effect, or another doubt; inactive = no such curve, though single readings can be large; an effect the other way counts as inactive or inconclusive. An unsorted share of the library, and some 3.2% of all compounds hit somewhere here.

The opening 3 records, ahead of the listing:
SMILES | ELG1 DNA repair | Mito fusion act | S-ASM inh | TSG101-PTAP inh | A-T KAP1 phos | TCR act | BCR signal inh | Tb PFK block | a7 integrin act | TSHR antag | Eya2 inh
O=C(CN1CCN(Cc2ccc3c(c2)OCO3)CC1)N1CCc2[nH]c3ccc(F)cc3c2C1 | -27% | -8% | -1% | -2% | 6% | 2% | ? | -13% | -47%[inhibitor] | 0 | -18%
C(C#CCCCCCCCCC[n+]1ccccc1)#CCCCCCCCCC[n+]1ccccc1 | 18µM* | -38%[inhibitor] | -8%&-20% | -1%&-4% | -6% | 2%&3% | ? | 10% | -71%&-74%[inhibitor] | 3 | 7%
CCn1cc(/C=N\NC(=O)C2(C)CC2(Cl)Cl)c(C)n1 (stereo not drawn) | 7% | 0% | 6% | 1% | 3% | 1%[46.1 µM] | 3% | 7% | 1% | -10 | 10%

All compounds of this part, previewed entries included:
SMILES | ELG1 DNA repair | Mito fusion act | S-ASM inh | TSG101-PTAP inh | A-T KAP1 phos | TCR act | BCR signal inh | Tb PFK block | a7 integrin act | TSHR antag | Eya2 inh
O=C(CN1CCN(Cc2ccc3c(c2)OCO3)CC1)N1CCc2[nH]c3ccc(F)cc3c2C1 | -27% | -8% | -1% | -2% | 6% | 2% | ? | -13% | -47%[inhibitor] | 0 | -18%
C(C#CCCCCCCCCC[n+]1ccccc1)#CCCCCCCCCC[n+]1ccccc1 | 18µM* | -38%[inhibitor] | -8%&-20% | -1%&-4% | -6% | 2%&3% | ? | 10% | -71%&-74%[inhibitor] | 3 | 7%
CCn1cc(/C=N\NC(=O)C2(C)CC2(Cl)Cl)c(C)n1 (stereo not drawn) | 7% | 0% | 6% | 1% | 3% | 1%[46.1 µM] | 3% | 7% | 1% | -10 | 10%
O=C(c1cc2cc(Cl)ccc2o1)N1CCCC1 | ? | -2% | -17% | -2% | -5% | -8% | -13% | -4% | 1% | 8 | -9%
CC(C)OCCCNC(=O)CNC(=O)c1cccs1 | 19% | 4% | 1% | -5% | 0% | -4% | 4% | 6% | 6% | 18 | 6%
O=C(NC1CCCCNC1=O)c1ccc(Cl)cc1 (stereo not drawn) | ? | -4% | 0% | -6% | -15% | -5% | 7% | -2% | 16% | 7 | 26%[15.4 µM]
COc1cc(NC(=S)NC(=O)c2ccccc2F)ccc1NC(=O)c1cccs1 | 11% | 4% | -8% | 0% | 3% | -8% | 3% | 7% | -14% | -8 | 6%
O=C(Cn1c(CO)nc2ccccc21)Nc1cc(C(F)(F)F)ccc1N1CCOCC1 | 2% | -2% | 0% | 0% | 1% | -5% | 6% | -9% | -9% | -13 | -6%
COc1ccc(/C=C/C(=O)Nc2cc(S(=O)(=O)N3CCCCC3)ccc2N2CCCCC2)cc1OC | -6% | 0% | -1% | -3% | 1% | -1%[46.1 µM] | 0% | 8% | -15% | 2 | -2%
CCC(C)NC(=O)c1c(F)c(F)c(F)c(F)c1F (stereo not drawn) | 10% | -1% | 2% | -1% | . | -3%[46.1 µM] | 7% | -1% | -5% | 10 | 0%
O=C(NCCCN1CCOCC1)C(=O)N/N=C/c1ccccc1 | 7% | -1% | 4% | -4% | -1% | 4%[46.1 µM] | -4% | 0% | -47%[inhibitor] | 2 | -2%
COc1ccc(C2C(C#N)=C(N)N(c3ccccc3C#N)C3=C2C(=O)CCC3)cc1CN1CCCC1 (stereo not drawn) | 0% | 16% | -5% | -1% | 0% | 4%[46.1 µM] | 3% | -3% | -30% | 4 | -4%
COC(=O)C/C=C/N(Cc1ccccc1OC)S(=O)(=O)CCl | 10% | . | 2% | -2% | -2%[11.5 µM] | -2%[46.1 µM] | -2% | 4% | 4% | -17 | 5%
COc1cc(C=O)ccc1OCCOCCOc1ccccc1Cl | -16% | 0% | -2% | 1% | 7%[11.5 µM] | -7% | ? | 2% | 29% | 14 | 13%
CCC(C(=O)NC1CCCC1)N(C(=O)c1snc(C(N)=O)c1N)c1ccc(OC)cc1 (stereo not drawn) | -8% | 2% | 42%[activator] | -4% | 14% | -1% | 1% | 0% | 10% | -9 | 1%
CC(=O)c1cccc(NC(=O)CC2Oc3ccc(C)cc3NC2=O)c1 (stereo not drawn) | -26% | -2% | -2% | -7% | 5% | 1% | 0% | -2% | -22% | -16 | 19%
CC(=O)c1c(C)n(-c2ccc(Cl)cc2)c2ccc(O)cc12 | ? | 5% | -1% | -6% | 4% | 4% | 4% | -1% | ? | -7 | 8%
Cc1ccc2c(C)c(C(=O)N3CCC(O)(c4ccccc4)CC3)oc2c1C | -17% | 24% | -11% | -5% | 3% | . | ? | 3% | 2% | 10 | -5%
COC(=O)[C@@H]1C[C@@]2(O)[C@@H](O)[C@@H](O)[C@@H](O)C[C@H]2N1CC1CCCCC1 | 15% | -34%[inhibitor] | -8% | -2% | 39% | 3% | 0% | -17% | 16% | 6 | 9%
Cc1cccc2c3c([nH]c12)CCN(C)C3 | 5% | -1% | 2% | -3% | -2% | 0% | 2% | 1% | 3% | 24 | -7%
Cc1nc(S(=O)(=O)c2ccc(Cl)cc2)c(N(C)C)o1 | 7% | 1% | 5% | -3% | 9% | -2% | 0% | 17% | 15% | 34 | 5%
Cc1csc(SCC(=O)NCCc2ccc(Cl)cc2Cl)n1 | -19% | 18% | 1% | -2% | . | 2%[46.1 µM] | ? | 0% | 24% | 4 | -6%
COc1cc(OC)c(-c2c3cc(O)c(=O)cc-3oc3cc(O)c(O)cc23)cc1OC | ? | -12% | 1% | ? | -18% | -8% | ? | ? | -67%[inhibitor] | 0 | ?
O=C(NCC1CCCN1S(=O)(=O)c1cccs1)C(=O)Nc1ccc(F)cc1 (stereo not drawn) | ? | 8% | 2% | -3% | -3% | -5% | ? | -6% | 30% | -11 | 15%
CCOC(=O)NN=C1c2ccccc2-c2ccccc21 | -3% | -4% | -2% | -1% | 2% | . | -1% | 4% | -21% | -12 | 0%
O=C(/C(=C/c1ccc(Cl)cc1)c1nc2ccccc2[nH]1)c1ccccc1 | ? | -15% | -3% | -4% | 34% | -1% | ? | -5% | -68%[inhibitor] | -37 | 0%
Cc1cc(SCC(=O)c2cc3ccccc3o2)nc2ccccc12 | 5% | -2% | -5% | 17% | 4% | 8% | ? | 1% | -24% | -8 | 8%
Cc1ccc(N2OC3C(=O)NC(=O)C3C2c2ccco2)cc1 (stereo not drawn) | 26% | -5% | 5% | 1% | 7% | -6%[46.1 µM] | -1% | -25% | 1% | 11 | -1%
Cc1ccc(OCc2nnc(SCc3nc4ccccc4[nH]3)n2Cc2ccco2)cc1 | 9.2µM* | -2% | 2% | -1% | 6% | -3% | -2% | 3% | -2% | -12 | -17%
CCS(=O)(=O)NCCc1csc(-c2ccccc2)n1 | ? | -3% | 2% | -2% | 3% | 0% | 0% | -1% | 5% | 7 | -11%
COc1ccc(OC)c(C(=O)CN2CCN(S(=O)(=O)c3ccc(Br)cc3)CC2)c1 | -19% | 3% | -1% | -3% | 6% | 3% | ? | 0% | 14% | 3 | -8%
C=CCNc1ccc(F)c(F)c1N1CCCCCC1=O | -2% | -4% | 4% | 6% | -1% | -1% | 2% | -2% | 8% | 0 | -8%
Cc1c(CNC2CCC(C)CC2)c(C(=O)O)c(C)n1Cc1ccccc1 (stereo not drawn) | 4% | 2% | 3% | -4% | -2% | 5%[46.1 µM] | 2% | 1% | -15% | 5 | -7%
Cc1cc(SCC(=O)Nc2cccc(S(=O)(=O)N3CCOCC3)c2)nc2ccccc12 | ? | 5% | 1% | -1% | -3% | -14% | ? | 6% | 6% | 7 | -6%
CCCCCCc1ccc(N2C[C@H](Cc3ccccc3)[C@@H](CC(=O)Nc3ccccc3)C2=O)cc1 | 8% | -2% | -7% | -2% | 13% | -7% | 0% | 0% | 6% | -37 | 0%

High-throughput results deposited in PubChem BioAssay by National Center for Advancing Translational Sciences (NCATS).
